# AGP1-GFP MLPCN: yeast TOR pathway AGP1-GFP modulation; S. cerevisiae AGP1-GFP multiplex flow cytometry, 3 h; GFP as percent of DMSO wells; GFP response vs DMSO, % at 10 µM; hit rate 0.02% among 320,000;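 active = GFP response relative to DMSO above a set limit, near screen average plus 3 SD, cut at about 150% in these data; inconclusive = fewer than 70 cells counted for the yeast strain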;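 note: median GFP channel fluorescence of the gated AGP1 strain per well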
# MEP2-GFP yeast: modulators of TOR pathway MEP2-GFP in S. cerevisiae; S. cerevisiae MEP2-GFP strain, flow cytometry GFP, 3 h; 100% = DMSO control level; GFP response vs DMSO, % at 10 µM; hit rate 0.51% among 330,000;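 active = GFP response versus DMSO above a set limit, roughly screen mean plus 3 SD, cut at about 180% in these data; inconclusive = fewer than 70 cells counted for a yeast strain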;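 note: median GFP fluorescence of the barcode-gated MEP2-GFP cells per well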
# GASC-1 inh: human JMJD2C demethylase inhibition; hit rate 0.069% among 330,000; Q9H3R0; inhibition, % at 2.35 µM; GST-JMJD2C(1-420) H3K9me3 demethylation, DELFIA europium;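 active = more than half of a compound's replicate wells show inhibition beyond 50%, single wells judged on their own value; inconclusive = some, but no more than half, of replicates pass 50% inhibition; inactive = no replicate passes 50% inhibition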;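 note: signal counts dimethyl H3K9 product captured on neutravidin plate; 0% = median of DMSO wells and 100% = 0.3 times that DMSO median; strong numbers were not always called active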
# Target sequence (Q9H3R0 1-420 limits assumed): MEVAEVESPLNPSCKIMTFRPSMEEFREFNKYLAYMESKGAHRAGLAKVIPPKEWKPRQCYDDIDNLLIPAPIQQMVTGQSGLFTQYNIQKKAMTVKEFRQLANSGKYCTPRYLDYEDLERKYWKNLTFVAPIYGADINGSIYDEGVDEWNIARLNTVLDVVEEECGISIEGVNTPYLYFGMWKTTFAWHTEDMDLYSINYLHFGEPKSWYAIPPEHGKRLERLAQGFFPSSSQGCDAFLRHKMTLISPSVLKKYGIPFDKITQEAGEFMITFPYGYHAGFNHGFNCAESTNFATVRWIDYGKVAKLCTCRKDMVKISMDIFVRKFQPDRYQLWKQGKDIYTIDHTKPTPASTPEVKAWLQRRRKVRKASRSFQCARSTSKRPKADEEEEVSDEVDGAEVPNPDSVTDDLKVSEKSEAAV
# GRK2 inh: inhibitors of human GRK2 displacing RNA aptamer; inhibition of aptamer binding, % at 10 µM; hit rate 0.59% among 330,000; AID 488847; bead flow cytometry, FAM-aptamer displacement from GRK2;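 active = inhibition of aptamer binding above 40%, roughly 3 SD of noise, on plates passing a quality check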;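 note: median bead fluorescence of bound FAM aptamer so fluorescent compounds give negative values; no value below 0 was filed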
# Target sequence (P25098 whole entry, looked up): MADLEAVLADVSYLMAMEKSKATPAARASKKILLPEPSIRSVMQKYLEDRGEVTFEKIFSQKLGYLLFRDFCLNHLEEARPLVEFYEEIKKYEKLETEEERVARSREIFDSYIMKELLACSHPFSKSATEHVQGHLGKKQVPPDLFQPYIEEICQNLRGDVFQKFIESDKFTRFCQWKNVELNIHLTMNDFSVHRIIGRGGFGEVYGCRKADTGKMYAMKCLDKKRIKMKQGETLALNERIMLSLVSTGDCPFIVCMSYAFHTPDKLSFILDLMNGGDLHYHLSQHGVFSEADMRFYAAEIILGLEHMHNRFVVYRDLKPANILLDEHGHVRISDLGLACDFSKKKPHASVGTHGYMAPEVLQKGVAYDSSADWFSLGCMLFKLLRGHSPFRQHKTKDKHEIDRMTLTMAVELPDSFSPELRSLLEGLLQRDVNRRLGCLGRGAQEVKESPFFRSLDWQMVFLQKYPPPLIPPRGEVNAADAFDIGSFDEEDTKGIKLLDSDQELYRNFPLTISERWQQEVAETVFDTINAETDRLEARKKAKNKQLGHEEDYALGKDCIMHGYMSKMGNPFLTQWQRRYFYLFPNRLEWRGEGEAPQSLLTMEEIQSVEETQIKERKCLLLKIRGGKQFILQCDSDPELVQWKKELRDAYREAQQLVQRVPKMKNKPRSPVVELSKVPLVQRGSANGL
# VLA-4 inh: inhibition in a human VLA-4 binding assay; hit rate 0.2% among 330,000; VLA-4 expressing cells, ligand binding flow cytometry; AID 2557; inhibition, % (about 7 µM as worked out from the volumes in the protocol); in the data active = inhibition above about 50%
# CIT2 TOR yeast: alters CIT2-GFP fluorescence in TOR pathway yeast screen; AID 2029; S. cerevisiae CIT2-GFP strain, flow cytometry, 3 h; 100 means same as DMSO wells; GFP response vs DMSO, % at 10 µM; hit rate 0.065% among 320,000;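 active = GFP response relative to DMSO above a set limit, near the screen mean plus 3 SD, cut at about 150% in these data; inconclusive = Fewer than 70 cells measured for a yeast strain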;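 note: ratio of well median GFP fluorescence to mean of DMSO wells on the plate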
# RPL19A-GFP yeast: yeast TOR pathway RPL19A-GFP modulation. S. cerevisiae RPL19A-GFP strain, flow cytometry, 3 h; stronger effect = lower value. percent response vs DMSO, % at 10 µM. hit rate 0.3% among 330,000. AID 2025;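 active = percent response vs DMSO below 50%; inconclusive = fewer than 70 events counted for the yeast strain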;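 note: median channel GFP fluorescence of the barcoded RPL19A-GFP strain; ratio of sample median GFP to plate DMSO average so 100% = DMSO; lower means less RPL19A-GFP as with rapamycin TOR inhibition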
# LAP4 TOR yeast: modulators of TOR pathway LAP4-GFP in S. cerevisiae. S. cerevisiae LAP4-GFP multiplex, flow cytometry GFP, 3 h; median GFP as percent of DMSO wells. GFP response vs DMSO, % at 10 µM. hit rate 0.34% among 320,000;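 active = GFP response vs DMSO above a set limit, about the screen mean plus 3 SD, cut at about 150% in these data; inconclusive = under 70 cell events counted for the yeast strain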
# An asterisk follows results filed as active; i = inactive; ? = inconclusive; · = not tested or not shown; [ ] = dose if it differs, or a comment.
# The line under a structure holds: CIT2 TOR yeast	VLA-4 inh	RPL19A-GFP yeast	GASC-1 inh	AGP1-GFP MLPCN	LAP4 TOR yeast	GRK2 inh	MEP2-GFP yeast
1. Cc1ccc(C)c(NC(=S)NCCN(C2CCCCC2)C2CCCC2)c1
→ 91	4	93	0	96	107	1	97
2. CCNc1nc(NC(C)C)nc(N(C#N)CC(=O)OC)n1
→ 93	25	91	-24	98	96	0	95
3. O=C(CCCOc1ccc(Cl)cc1Cl)Nc1ccncc1
→ 101	1	97	8	104	104	1	106
4. C=CCn1c(-c2c(C)nc3cc(C)ccn23)n[nH]c1=S
→ 111	-2	103	17	103	98	0	100
5. CC1(C)N=C(c2cccs2)C(C)(C)N1O
→ 97	2	100	-4	97	90	1	98
6. O=C(CCCCCN1C(=O)CCC1=O)Nc1ccc(Cl)c(C(F)(F)F)c1
→ ·	0	99	-4	100	88	1	96
7. COC(=O)c1sc(S(=O)(=O)N2CCC(C)CC2)c(C(=O)OC)c1C
→ 107	-7	100	7	98	100	0	100
8. CC(Sc1nc(N)cc(N)n1)C(=O)Nc1ccc(N2CCOCC2)cc1 (stereo not drawn)
→ 101	-4	106	7	110	105	0	106
9. Cc1cccc(C)c1NC(=O)CN(C)C(=O)c1ccc2nc[nH]c2c1
→ 104	29	104	6	110	104	8	102
10. CC1CCCC(NC(=O)CSc2nnc(-c3cccnc3)n2N)C1C (stereo not drawn)
→ 111	10	101	5	99	91	0	104
11. O=C(Nc1cccc2ccccc12)N1N=CCC1c1ccccc1 (stereo not drawn)
→ 88	-5	97	-1	100	112	0	106
12. COc1cccc(/C=N/NC(=O)c2c(-c3ccccc3)noc2C)c1O
→ 103	2	98	-3	98	90	0	94
13. O=C(C1CCN(c2nnc(-n3cccc3)s2)CC1)N1CCN(c2cccc(C(F)(F)F)c2)CC1
→ 98	14	99	-1	100	105	0	109
14. CCOC(=O)c1sc2nc(CC(=O)OC)nc(NCC(=O)OC)c2c1C
→ 97	2	96	3	102	100	2	95
15. COc1ccc(C)cc1S(=O)(=O)N(C)CC(=O)NCc1ccccn1
→ 101	9	105	-7	106	105	0	109
16. CNC(=S)N1CCc2ccccc2C1
→ 100	3	102	-7	101	96	0	96
17. COc1ccc(NS(=O)(=O)c2ccc(C)c(C(=O)NNC(=O)c3ccccc3O)c2)cc1
→ 93	4	99	11	104	109	2	96
18. CCOc1ccc(OCC)c(NC(=O)C2COc3ccccc3O2)c1 (stereo not drawn)
→ 95	10	89	-7	91	88	0	84
19. O=C(O)c1ccc2c(c1)C(=O)N(c1ccc(Cl)cn1)C2=O
→ 107	-25	105	-10	106	103	5	102
20. CCn1ncc(/C=C/C(=O)NCc2cn(C)nc2C)c1C
→ 95	-4	98	4	99	98	0	99
21. CCOc1cccc(-c2nc(C(N)=O)c3[nH]c(=O)n(-c4cccc(Cl)c4)c3n2)c1O
→ 82	21	93	28	87	93	4	96
22. CCOc1ccc(Cl)cc1CSc1n[nH]c(CC)n1
→ 101	11	99	-2	100	105	61*	103
23. COCCn1c(=S)[nH]c2cc(C(=O)NC(C)C)ccc2c1=O
→ 99	11	101	-1	104	111	2	102
24. O=C(O)/C=C/c1ccc(S(=O)(=O)N(CCO)CCO)cc1
→ 97	9	96	17	98	96	0	99
25. Cc1cccc(C)c1NC(=O)C(Cl)=C(Cl)Cl
→ 99[may fluoresce red]	-2	?	-1	101[may fluoresce red]	77[may fluoresce red]	1	91[may fluoresce red]
26. CC1CN(C(=S)Nc2ccccc2C(F)(F)F)CC(C)O1 (stereo not drawn)
→ 98	17	116	-6	107	75	2	109
27. C=CCc1cccc(Cl)c1OCCCNC1CCCC1
→ 97	6	104	-16	103	99	0	113
28. O=S(=O)(/N=C(/c1ccccc1Cl)N1CCOCC1)c1ccccc1
→ ?	6	?	0	?	?	0	?
29. COc1ccc(CNC(=O)c2cc(-c3cc(C)cc(C)c3O)n[nH]2)cc1
→ 105	5	106	-15	111	98	0	111
30. COc1ccc(CCNC(=O)c2ccc(NC(=O)CC3SC(N4CCCC4)=NC3=O)cc2)cc1 (stereo not drawn)
→ 107	4	97	1	108	94	0	92
31. CSc1nc2ccc(S(=O)(=O)NC3CCCCC3)cc2s1
→ 91	-4	105	4	98	95	0	99
32. CCCCn1nc(CC(=O)O)c2ccccc2c1=O
→ 91	12	99	-2	97	100	0	103
33. CC(C)OP(=O)(OC(C)C)C(Nc1ccccn1)c1ccc(F)cc1 (stereo not drawn)
→ 84	-28	92	5	90	87	3	93
34. c1ccc(COc2cccc(CNCc3cccnc3)c2)cc1
→ 96	7	96	-5	109	96	24	104
35. O=C(Nc1cc(Cl)ccc1C(=O)O)c1ccc(CN2C(=O)c3ccccc3C2=O)cc1
→ 102	2	104	5	98	92	0	108
36. CC(Sc1n[nH]c(-c2ccccc2F)n1)C(=O)Nc1ccc(S(N)(=O)=O)cc1 (stereo not drawn)
→ 92	3	90	8	92	86	1	90
37. CC(=O)Oc1cc2oc(=O)cc(C)c2cc1Cl
→ 92	12	71	18	39	101	5	138
38. NC(=O)CSc1nnc(Cc2csc(Nc3ccccc3)n2)n1Cc1ccccc1
→ 102	1	93	-5	95	92	0	88
39. Cc1nc2ccc(N3C(=O)CCC3=O)cc2[nH]1
→ 98	4	95	1	95	95	2	103
40. COc1ccc(NC(=S)NNC(=O)C(C)n2nc(C)c([N+](=O)[O-])c2C)cc1 (stereo not drawn)
→ 101	-6	103	8	106	107	3	107
41. Cc1cccc(C)c1NC(=O)Nc1ccc2c(c1)OCO2
→ 106	0	104	1	97	94	2	106
42. S=C(NCCc1ccccc1)NC1CC2CCC(C1)N2Cc1ccccc1 (stereo not drawn)
→ 88	-1	96	-10	94	94	0	98
43. O=C(c1ccccn1)N(Cc1ccco1)C1(C(=O)NC2CCCCC2)CCCCC1
→ 111	5	104	7	109	97	2	99
44. Cc1nn(Cc2noc(C(=O)NCc3ccc4c(c3)OCO4)n2)c(C)c1Br
→ 102	8	104	33	98	90	1	101
45. COc1ccc(C2c3ccc(O)cc3Oc3ncn(CCCO)c(=N)c32)cc1 (stereo not drawn)
→ 95	12	103	·	104	87	0	101
46. CCc1cccc(NC(=O)CCC(=O)N2CCSc3ccccc32)c1
→ 100	13	101	0	101	108	0	112
47. O=c1[nH]nc(Cc2ccccn2)c2ccccc12
→ 101	5	98	-2	99	98	0	98
48. CN(C(=O)Cn1nnc2ccccc2c1=O)C1CCCCC1
→ 94	11	93	-2	95	88	1	95
49. CCCCn1c(N)c(N(CC(C)C)C(=O)C2CC(=O)N(Cc3ccccc3)C2)c(=O)[nH]c1=O (stereo not drawn)
→ 97	-2	92	-3	93	92	3	98
50. Cc1ccccc1/C=C1\Sc2ccc(C(=O)N3CCN(c4ccccn4)CC3)cc2N(C)C1=O
→ 96	23	94	0	78	110	1	101
51. CCOC(=O)c1c(-c2ccc(OC)cc2)csc1NC(=O)CSc1ccccc1
→ 100	3	95	-3	101	96	0	98
52. Cc1ccc(NC(=O)CN2C(=O)S/C(=C\c3cccn3-c3cccc(C(=O)O)c3)C2=O)cc1C
→ 88	9	87	-14	93	108	3	101
53. CC1=N/C(=C/c2cc(Br)cc(Br)c2O)C(=O)O1
→ 100	13	101	-3	96	95	0	111
54. Cc1cc(C)n(-c2nc3ccccc3nc2N2CCN(S(=O)(=O)c3cccc(C#N)c3)CC2)n1
→ 101	4	101	5	97	102	1	103
55. CC(=O)Nc1ccc(S(=O)(=O)NC(C)C(=O)NCC(c2ccco2)N2CCCCC2)cc1 (stereo not drawn)
→ 102	10	101	·	102	91	3	99
56. CCOc1ccc(CCNC(=O)CCC(=O)N2CCOc3ccc(C)cc32)cc1OCC
→ 105	24	104	22	107	100	2	97
57. COC(=O)c1c(NC(=O)CN2CCN(c3ccccc3OC)CC2)c2cc(C)ccc2n1C
→ 96	7	103	13	101	100	1	105
58. O=C(NCc1ccccc1F)C1CCCN1S(=O)(=O)c1ccc(F)cc1 (stereo not drawn)
→ 99	1	99	7	91	84	2	103
59. CC/C(=C\C(=O)c1cccnc1)Nc1ccc(C)c(C)c1
→ 103	-8	95	-5	90	118	0	102
60. Cc1ccc(OCCOC(=O)Nc2ccccc2)cc1
→ 88	16	92	-1	82	84	2	94

# Further results:
# The line under a structure holds: CIT2 TOR yeast	VLA-4 inh	RPL19A-GFP yeast	GASC-1 inh	AGP1-GFP MLPCN	LAP4 TOR yeast	GRK2 inh	MEP2-GFP yeast
61. CCOC(=O)c1sc(NC(=O)c2ccc(S(=O)(=O)N(C)C)cc2)cc1C
→ 99	-9	103	-20	106	97	0	105
62. Cc1ccc(-c2nc3ccccc3s2)cc1NC(=S)NC(=O)c1ccccc1
→ 95	-2	99	4	97	113	0	100
63. Cc1ccc2sc(N(CCN(C)C)C(=O)/C=C/c3cccs3)nc2c1C
→ ?	38	55[may fluoresce violet]	-15	?	70[may fluoresce violet]	0	253*[may fluoresce violet]
64. CCCc1cc(=O)oc2cc(OCC(=O)NCCCn3ccnc3)c(Cl)cc12
→ 96	-1	97	10	100	107	0	104
65. CC(/C=C/c1ccc(Cl)o1)=C\C(=O)O
→ 105	-7	105	-1	100	105	38	96
66. O=c1cc(-c2ccccc2)nc(SCc2ccccc2)[nH]1
→ 99	0	106	-7	112	107	2	103
67. C[C@@H]1C[C@H]2[C@@H]3C[C@H](F)C4=CC(=O)C=C[C@]4(C)[C@@]3(F)[C@@H](O)C[C@]2(C)[C@@]1(O)C(=O)CO
→ 86	-7	95	3	86	100	0	93
68. C/C(=N/NC(=O)c1cccs1)c1ccc(N2CCOCC2)cc1
→ 104	-9	103	-3	102	102	2	115
69. CCOC(=O)c1cn[nH]c1NC(=S)Nc1ccc(OC)cc1
→ 111	2	104	1	112	115	4	107
70. O=[N+]([O-])c1cc(-c2n[nH]c(-c3ccccc3)n2)cc([N+](=O)[O-])c1
→ 98	18	97	-4	97	98	1	98
71. O=C(CSc1nnc(NC(=O)C2CC2)s1)Nc1ccccc1C(F)(F)F
→ 96	-3	102	-12	101	91	2	106
72. CC(=O)NS(=O)(=O)c1ccc(NC(=O)C(C)NS(=O)(=O)/C=C/c2ccccc2)cc1 (stereo not drawn)
→ 111	-5	99	1	100	97	0	110
73. O=C(CC1SC(N2CCCC2)=NC1=O)Nc1ccc(C(=O)NCCc2ccc(F)cc2)cc1 (stereo not drawn)
→ 97	4	97	-9	110	110	0	103
74. O=C1CCN(Cc2ccccc2)C=C1c1ccc(Br)cc1
→ 99	11	101	-1	103	94	1	96
75. Cc1c(C(=O)NCc2c(F)cc(F)cc2F)oc2ccc(S(=O)(=O)N3CCOCC3)cc12
→ 106	2	105	5	105	104	0	114
76. CCC(C)NC(=O)CCS(=O)(=O)c1ccc(Br)s1 (stereo not drawn)
→ 97	3	105	-4	104	105	0	105
77. O=C(c1ccc(Cl)c(S(=O)(=O)N2CCCC2)c1)N1CCN(c2ccccn2)CC1
→ 101	-4	109	1	107	103	0	114
78. COc1ccc(Cn2c(=O)[nH]c3cc(C(=O)N4CCN(c5ccc(OC)cc5)CC4)ccc3c2=O)cc1
→ 96	9	101	3	102	117	0	99
79. O=C(CNC(=O)c1ccc(Cl)cc1)OC1CCOC1=O (stereo not drawn)
→ 98	-2	95	5	106	97	1	102
80. CCCCn1c(N)c(N(CCC(C)C)C(=O)c2cccc(N3C(=O)c4ccccc4C3=O)c2)c(=O)[nH]c1=O
→ 104	14	97	i	101	103	0	90
81. NC(=O)C1CC(=O)N(c2ccc(OCC(=O)Nc3ccc(Cl)cc3)cc2)C1 (stereo not drawn)
→ 104	-1	101	-17	100	92	0	90
82. O=C(COC(=O)c1cc(Br)ccc1O)NNC(=O)c1cccs1
→ 99	-7	101	-3	100	101	1	111
83. Cc1cccc(NC(=O)CC2c3ccccc3Oc3ccccc32)c1
→ 103	5	105	-7	101	95	2	107
